From PubChem BioAssay
FH mod: Identification of activators of human fumarate hydratase by quantitative high-throughput screening; Fumarate hydratase, mitochondrial (Homo sapiens), P07954; FH coupled MDH/diaphorase resazurin fluorescence, 15 min; Potency, µM (highest dose often 79.9 µM), inactives show top-dose activity change, negative = inhibition, usual class: inhibitors; 54,000 compounds, 0.22% hits; also: potency is read from the fitted curve at half-maximal effect; % is scaled to controls: 0 for no effect and ±100 for the full control effect; the screen sought activators but most active calls are inhibition curves; nearly all actives have a fitted effect of over 45% in size
Target sequence (P07954 whole entry, looked up): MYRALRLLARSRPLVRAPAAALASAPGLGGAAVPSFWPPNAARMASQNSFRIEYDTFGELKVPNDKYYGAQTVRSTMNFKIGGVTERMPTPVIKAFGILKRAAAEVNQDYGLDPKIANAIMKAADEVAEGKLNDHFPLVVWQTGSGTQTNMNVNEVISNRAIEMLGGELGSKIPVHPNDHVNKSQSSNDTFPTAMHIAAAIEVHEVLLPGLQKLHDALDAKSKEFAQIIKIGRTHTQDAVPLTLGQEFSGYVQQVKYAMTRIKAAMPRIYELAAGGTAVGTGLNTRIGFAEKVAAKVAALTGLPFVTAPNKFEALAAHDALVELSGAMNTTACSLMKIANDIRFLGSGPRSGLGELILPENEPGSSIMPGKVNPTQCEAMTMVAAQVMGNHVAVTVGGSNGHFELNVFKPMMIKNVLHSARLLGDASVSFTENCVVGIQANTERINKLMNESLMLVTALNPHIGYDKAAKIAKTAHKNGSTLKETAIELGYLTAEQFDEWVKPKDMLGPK
TSG101-PTAP inh: TSG101-PTAP interaction inhibition, HIV-1 budding; AID 1347069; Potency, µM (titrated, usually from 115 µM), for the others: at the highest dose activity change, negative = inhibition, usual class: inhibitors; Fluorescence polarization, FITC-PTAP peptide/Tsg101, 20 min; 44,000 tested, under 10 active; also: potency is read from the fitted curve at half-maximal effect; 0% is about no effect
Target sequence (Q99816 whole entry, looked up): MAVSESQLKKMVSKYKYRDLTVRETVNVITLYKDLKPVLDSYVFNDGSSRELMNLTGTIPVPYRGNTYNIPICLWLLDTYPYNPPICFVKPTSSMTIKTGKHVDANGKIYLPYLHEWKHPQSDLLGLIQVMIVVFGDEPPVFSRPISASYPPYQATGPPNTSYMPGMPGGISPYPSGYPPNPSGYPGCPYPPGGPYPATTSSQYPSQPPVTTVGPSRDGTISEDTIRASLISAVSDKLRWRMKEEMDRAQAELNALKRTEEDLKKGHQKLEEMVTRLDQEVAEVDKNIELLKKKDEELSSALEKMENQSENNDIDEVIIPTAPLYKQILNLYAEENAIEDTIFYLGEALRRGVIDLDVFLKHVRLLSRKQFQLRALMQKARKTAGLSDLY
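qHTS FP binding, 20 min r.t.: 10 uM Tsg101 domain + 50 nM FITC-PTAP peptide, pH 7.5 HEPES buffer with TCEP and EDTA.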
p53null 32C tox: kills p53 null cells at the permissive temperature; 55,000 compounds, 0.62% hits; Potency, µM (doses to about 46.1 µM), for inactives: at the highest dose activity change, negative = cytotoxicity, hits mostly cytotoxic; H1299-neo p53 null cells, ATP luminescence, 24 h, 32C;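 also: potency is read from the fitted curve at half-maximal effect; 0% = DMSO only and -100% = full killing by 100 µM tamoxifen; nearly all actives have a fitted effect of over 55% in size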
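Cells lacking p53 (H1299-neo) are plated at 600 per well and allowed to settle overnight at 37C. Test compounds (up to 46 uM) are added and held 24 hours at 32C, then ATP is quantified by luminescence.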
B2AR arrestin ag: ADRB2 beta-arrestin recruitment; P07550; HTLA Tango cells, beta-arrestin recruitment, luciferase luminescence, 18 h; Potency, µM (titrated, usually from 46.1 µM), without a hit: top-dose activation, actives largely listed as activators; 44,000 tested, under 10 active; AID 1347077;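 also: potency is read from the fitted curve at half-maximal effect; 0% = DMSO and full agonism = EC100 isoproterenol or metaproterenol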
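Ligand-induced beta-arrestin recruitment to recombinant beta2-AR is measured via a tTA-driven luciferase reporter in Tango cells after 18 hr compound exposure at 37 degrees C. Concentrations span up to 46 microM.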
p53null 39C tox: selectivity test: cytotoxicity in p53 null cells, nonpermissive temperature; Potency, µM (doses to about 46.1 µM), for inactives: at the top dose activity, negative = cell killing, most hits filed as cytotoxic; H1299 p53-null (neo) cells, 39C, ATPlite viability, 24 h; 55,000 compounds, 0.97% hits; AID 904;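 also: potency is read from the fitted curve at half-maximal effect; 0% = DMSO only and -100% = full killing by 100 µM tamoxifen; nearly all actives have a fitted effect of over 50% in size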
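Following overnight plating at 37C (600 cells/well), H1299-neo or H1299-p53A138V cells are dosed up to 46 uM. Incubation lasts 24 hr at 39C before ATP detection.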
NTMT1 inhibitor: NTMT1 methyltransferase inhibition; Q9BV86; NTMT1 MTase-Glo SAH luminescence, purified enzyme; Potency, µM (doses to about 114 µM), for the others: at the top dose activity change, negative = inhibition, actives largely listed as inhibitors; 59,000 compounds, 2.5% hits; AID 1645870;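 also: potency is read from the fitted curve at half-maximal effect; plate controls were DMSO vehicle for no effect and no enzyme for full effect; nearly all actives have a fitted effect of over 65% in size; many of its hits are not listed in these tables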
GALK inh: inhibits human galactokinase; P51570; AID 1347072; 44,000 tested, under 10 active; Potency, µM (series often up to 57.5 µM), without a hit: top-dose activity, negative = inhibition, most hits filed as inhibitors; recombinant GALK, Kinase-Glo ATP luminescence, 1 h;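 also: plate controls were full GALK reaction for no effect and reaction lacking GALK for full effect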
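Compounds were pinned into ATP buffer, then GALK-galactose mix was added (final 5 nM enzyme, 35 uM ATP, 100 uM galactose, pH 8.0). After 1 h at room temperature, Kinase-Glo Plus was added and luminescence read.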
Numbers without * were called inactive; ? = inconclusive; . = no result given; [ ] = dose if it differs, or a comment. Calls follow the shape of the dose curve; as a rule, active = well fitted curve in the direction sought with a large enough effect; inconclusive = small, poorly fitted or top-dose-only effect, or another doubt; inactive = no such curve, though single readings can be large; an effect the other way counts as inactive or inconclusive.

#	structure	p53null 32C tox	FH mod	p53null 39C tox	GALK inh
1	COc1ccc(C)cc1NC(=O)C1CCCN(S(=O)(=O)c2ccc3c(c2)CCCN3C(C)=O)C1 (configuration not stated)	5%	?	1%	1%
2	COCCCNC(=O)c1cn(CC(C)C)c(=O)c2c1c1ccccc1n2C	-2%	-24%	-17%	7%
3	CCc1ccccc1NS(=O)(=O)c1cc(Br)cc2c1N(C(=O)C1CC1)CC2	17%	-7%	6%	-1%
4	Cc1cccc(-c2nc3c(c(SCc4ccccc4Cl)n2)Cc2c(CO)cnc(C)c2O3)c1	-2%	3%	-8%	3%
5	Cc1ccc(N2CCN(C(=O)c3noc4c3COc3ccc(C)cc3-4)CC2)c(C)c1	4%	3%	85%[activator]	0%
6	COc1ccc(-c2nn3c(-c4ccc(C)cc4)nnc3c3ccccc23)cc1	-4%	9%	-8%	0%
7	CCOC(=O)c1cc(-c2ccc(F)cc2)n(CCC(=O)NCCc2ccc(C)cc2)c1C	4%	-16%	10%	2%
8	COc1cc2nc(SCc3ccc(Cl)cc3)n3nc(CCn4nc(C)cc4C)nc3c2cc1OC	3%	-3%	10%	0%
9	COCCNC(=O)CCc1c(C)nc2c(-c3ccc(F)cc3)c(C)nn2c1C	8%	-8%	6%	2%
10	Cc1ccc(OCCSc2nc3ccc(NC(=O)COc4ccc(F)cc4)cc3s2)cc1	-9%	0%	-11%	?
11	O=C(CSc1n[nH]c(-c2ccccc2Cl)n1)NCCc1ccccc1	3%	?	-12%	1%
12	COc1ccc(/C=C/C(=O)Nc2ccc(Cl)c(Cl)c2)cc1	-12%	14%	?	-3%
13	COc1ccc2c(c1)c1c(c(=O)n(-c3ccccc3C)c(=O)n1CC(N)=O)n2C	1%	-15%	-8%	-2%
14	Fc1ccc(CNc2nc(-c3ccc(Cl)cc3)cc(C(F)(F)F)n2)cc1	12%	-26%	?	-2%
15	COc1ccc(-c2cn3c(n2)sc2cc(C(=O)Nc4cc(Cl)ccc4C)ccc23)cc1	22%	-18%	25%	?

#	B2AR arrestin ag	NTMT1 inhibitor	TSG101-PTAP inh
1	0%	15%	-1%
2	0%	8%	5%
3	1%	10%	-11%
4	-1%	24%	-3%
5	2%	?	-2%
6	0%	12%	-2%
7	-1%	-1%	-3%
8	1%	7%	0%
9	1%	1%	-1%
10	-4%	11%	-4%
11	0%	-2%	-1%
12	0%	-8%	1%
13	0%	3%	0%
14	0%	9%	-5%
15	2%	-25%	1%

The final two records of the part above come first, to join the parts:
#	structure	p53null 32C tox	FH mod	p53null 39C tox	GALK inh
14	Fc1ccc(CNc2nc(-c3ccc(Cl)cc3)cc(C(F)(F)F)n2)cc1	12%	-26%	?	-2%
15	COc1ccc(-c2cn3c(n2)sc2cc(C(=O)Nc4cc(Cl)ccc4C)ccc23)cc1	22%	-18%	25%	?
16	COc1cc(C(=O)NCCS(=O)(=O)N2CCN(c3ccccc3)CC2)cc(OC)c1OC	-3%	-11%	4%	-2%
17	Cc1ccc(C)c(OCCCn2c(-c3ccc(Cl)cc3)nc3ccccc3c2=O)c1	-1%	.	3%	3%
18	CCOc1ccc(CN2C(=O)C(=O)c3cccc(C)c32)cc1OC	-1%	-19%	20µM*	3%
19	COc1cccc(NC(=O)CSc2nc(=O)[nH]c3c2CCCC3)c1	0%	3%	31%[activator]	0%
20	CC(=O)N1CCOc2cc(S(=O)(=O)NCc3ccc(F)cc3)c(C)cc21	1%	-5%	-3%	1%
21	CC1CCN(S(=O)(=O)c2ccc3nc(Nc4ccc(C#N)cc4)ccc3c2)CC1	8%	?	1%	-1%
22	COc1cccc(-c2nc3c(C#N)c[nH]n3c2NC2CCCCC2)c1OC	3%	-5%	-2%	2%
23	CCOc1ccc(C(=O)Nc2cc(-c3cn4cccnc4n3)ccc2C)cc1OCC	-1%	-2%	14%	2%
24	O=C(c1ccc([N+](=O)[O-])cc1)N1c2ncnn2C2(CCCCC2)[C@@H]2CCCC[C@@H]21	-13%	-6%	-7%	5%
25	CCCC1=Nc2cc(C(=O)NC3CCCC3)ccc2Sc2ccc(C)cc21	24%	-30%	?	2%
26	COc1cccc(CNC(=O)C2CCC(CNS(=O)(=O)c3ccc(Br)s3)CC2)c1 (configuration not stated)	15%	-16%	26%	-10%
27	CCCN(CCC)CCNC(=O)Cn1ncc2c([nH]c3ccc(C)cc32)c1=O	2%	-9%	11%	2%
28	O=C(NCc1ccccc1)c1ccc(CSc2nc3cccnc3n2Cc2cccc(F)c2)cc1	7%	-15%	-11%	3%
29	COc1cccc(-c2nc(SCC(=O)NC3CCCC3)c(-c3ccc(C)cc3)[nH]2)c1	2%	-24%	-23%	0%
30	CCc1ccccc1N(CC)C(=O)c1c(C)oc2ncn(C)c(=O)c12	2%	3%	-7%	-3%

#	B2AR arrestin ag	NTMT1 inhibitor	TSG101-PTAP inh
14	0%	9%	-5%
15	2%	-25%	1%
16	7%	0%	0%
17	-1%	.	-14%
18	-1%	-7%	1%
19	-2%	-2%	-5%
20	2%	2%	-1%
21	-1%	17%	-5%
22	-2%	-8%	-7%
23	-1%	19%	1%
24	-4%	?	-6%
25	0%	?	2%
26	-2%	-3%	2%
27	0%	-1%	0%
28	1%	1%	-3%
29	-1%	-27%	5%
30	0%	4%	-7%

One compound at a time (already shown). Order of screens: p53null 32C tox, FH mod, p53null 39C tox, GALK inh, B2AR arrestin ag, NTMT1 inhibitor, TSG101-PTAP inh
COc1cccc(NC(=O)CSc2nc(=O)[nH]c3c2CCCC3)c1 is entered as 0%, 3%, 31%[activator], 0%, -2%, -2%, -5%
CCc1ccccc1N(CC)C(=O)c1c(C)oc2ncn(C)c(=O)c12 is entered as 2%, 3%, -7%, -3%, 0%, 4%, -7%
CCCC1=Nc2cc(C(=O)NC3CCCC3)ccc2Sc2ccc(C)cc21 is entered as 24%, -30%, ?, 2%, 0%, ?, 2%
CCOc1ccc(C(=O)Nc2cc(-c3cn4cccnc4n3)ccc2C)cc1OCC is entered as -1%, -2%, 14%, 2%, -1%, 19%, 1%

Continued.
#	structure	p53null 32C tox	FH mod	p53null 39C tox	GALK inh
31	CC1CCCN(S(=O)(=O)c2cc(C(=O)NCCc3ccccc3)n(C)c2)C1 (configuration not stated)	-8%	-7%	4%	-2%
32	COCCNC(=O)c1ccc(-n2c(-c3ccccc3)cc3c2CCCCC3)cc1	46%[activator]	-9%	45%[activator]	3%
33	CCOc1ccc(-n2c(CCC(=O)O)ccc2-c2ccc(Br)cc2)cc1	9%	?	26%	?
34	CCN(CC)S(=O)(=O)c1ccc2c(c1)N(CC(=O)N1CCN(c3cccc(C)c3)C(C)C1)C(=O)CO2 (configuration not stated)	-16%	-2%	17%	3%
35	CC1=C(C(=O)Nc2ccccc2)C(c2cccn2C)n2ncnc2N1 (configuration not stated)	-5%	8%	-7%	-1%
36	CCC(=O)C1=C(c2cccc([N+](=O)[O-])c2)N(C(=O)CC)n2c(nnc2-c2ccccc2)S1	-14%	-8%	19%	-1%
37	COc1ccc(NC(=O)CCc2c(C)nc3nc(CNC(=O)OC(C)(C)C)nn3c2C)cc1OC	2%	0%	-6%	-8%
38	C=Cc1ccc(CSc2nc(-c3ccc(OC)cc3)nc3c2Cc2c(CO)cnc(C)c2O3)cc1	-2%	-26%	-19%	5%
39	Cc1ccccc1OCc1nc2c3cnn(-c4ccccc4F)c3ncn2n1	-5%	-1%	-8%	0%
40	CCCc1c(C(=O)OCC)nnc2c(-c3ccccc3)c(C)nn12	.	4%	.	9%
41	COc1ccc(Cn2c(SCC(=O)NCc3ccc(Cl)cc3)nc3ccsc3c2=O)cc1	-2%	5%	-8%	-1%
42	Cc1ccc(C)c(N2CCN(S(=O)(=O)c3ccc4oc(=O)c5ncn(C)c5c4c3)CC2)c1	0%	5%	-18%	-6%
43	COc1ccc(C(=O)COC(=O)C(Cc2c[nH]c3ccccc23)NC(=O)c2ccc(C(C)(C)C)cc2)cc1 (configuration not stated)	5%	-18%	-4%	-4%
44	CS(=O)(=O)c1ncc(N(Cc2ccco2)Cc2ccco2)c(C(=O)Nc2ccccc2Br)n1	3%	-9%	12%	-9%
45	CC(C)c1nn2c(=O)cc(COC(=O)c3ccc(NC(=O)C4CCCCC4)cc3)nc2s1	-2%	-7%	?	-2%

#	B2AR arrestin ag	NTMT1 inhibitor	TSG101-PTAP inh
31	1%	1%	-6%
32	2%	-3%	1%
33	0%	-6%	-9%
34	8%	-11%	-3%
35	0%	-17%	-2%
36	-3%	-3%	0%
37	-3%	-17%	3%
38	0%	-1%	0%
39	-1%	-1%	1%
40	1%	11%	0%
41	-1%	-5%	-3%
42	-2%	-12%	-1%
43	0%	18%	-1%
44	-1%	9%	1%
45	-1%	-6%	-1%

Results in sequence from the entries so far.
Entries 34 to 41 in NTMT1 inhibitor, in turn: -11%, -17%, -3%, -17%, -1%, -1%, 11%, -5%
Entries 34 to 41 in p53null 32C tox, in turn: -16%, -5%, -14%, 2%, -2%, -5%, ., -2%

(next part)
#	structure	p53null 32C tox	FH mod	p53null 39C tox	GALK inh
46	COc1ccc(NC(=O)Cn2c(=O)c3cc(Cl)ccc3n3nncc23)cc1	-6%	5%	16%	0%
47	Cc1ccc(NC(=O)CN2C(=O)CSc3ccc(S(=O)(=O)N(C)C)cc32)cc1C	-4%	-6%	-7%	0%
48	CCn1cc(C(=O)NCc2ccccc2OC)c(=O)c2cc(S(=O)(=O)N3CCCCC3)ccc21	16%	-25%	5%	-2%
49	COCCOC(=O)c1c(-c2ccccc2)c(-c2ccccc2)nn(C)c1=O	-2%	-2%	?	8%
50	CCc1ccc(NC(=O)c2sc3ncnc(N(C)C4CCCCC4)c3c2C)cc1	-1%	-17%	29%	1%
51	CC1=C(c2ccc(C)c(C)c2)S(=O)(=O)N=C1N1CCC(C(=O)N2CCC(C(N)=O)CC2)CC1	11%	1%	-11%	0%
52	CC(C)CCNC(=O)CN1C(=O)CSc2ccc(S(=O)(=O)N3CCC(C)CC3)cc21	8%	-7%	-13%	2%
53	O=C(NCc1nc2ccccc2n1Cc1ccccc1Cl)c1ccccc1	4%	-1%	?	-3%
54	Cc1ccc(OCc2nc(-c3ccc(C(=O)N4CCN(c5ccccc5)CC4)cc3)oc2C)cc1	4%	-30%	2%	2%
55	CCCOc1ccc(C(=O)Nc2ccc(NC(=O)c3cccc(Cl)c3)cc2)cc1	-6%	-6%	-13%	-17%

#	B2AR arrestin ag	NTMT1 inhibitor	TSG101-PTAP inh
46	0%	-3%	-11%
47	0%	23%	-1%
48	0%	0%	-9%
49	0%	-4%	-7%
50	-3%	1%	32%[activator]
51	4%	-2%	0%
52	-1%	0%	-5%
53	2%	4%	3%
54	0%	-2%	-6%
55	-1%	8%	3%

These rows are one share of the data; count on the stated rates, not on these rows.
